tuberculosis growth = growth inhibition of non-replicating M. tuberculosis (AID 488890); Mycobacterium tuberculosis non-replicating, growth inhibition; higher % means a stronger effect; hit rate 0.39% among 320,000; inhibition, % at 25 µM, or IC50 in µM where a hit was titrated; in the data active means a potency from the dose series; inconclusive means inhibition mostly from about 82% at the one dose, without a potency; inactive means the rest, 99 in 100 with inhibition below about 76%;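 further: plate controls were DMSO cells for no effect and high antibiotic wells for full effect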
PhoP GFP inhibition = PhoP regulon inhibitors, Salmonella typhi PhoP promoter GFP reporter, confirmatory (AID 1850) | hit rate 0.33% among 310,000 | Salmonella Typhi PhoP-promoter GFP reporter, fluorescence, 4 h; higher % means a stronger effect | inhibition, % at 50 µM; hits with a dose series show IC50 in µM; in the data active means a potency from the dose series; inconclusive means inhibition mostly from about 25% at the one dose, without a potency; inactive means the rest, 99 in 100 with inhibition below about 19%;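 further: 0% = induced wells with vehicle and 100% = uninduced wells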
influenza NS1A = H1N1 influenza NS1A inhibitors, functional cell based assay (AID 504329) | NS1A functional cell-based assay, percent inhibition; higher % means a stronger effect | inhibition, % at 12.5 µM; hits with a dose series show IC50 in µM | hit rate 0.3% among 340,000; in the data active means a potency from the dose series; inconclusive means inhibition above about 27% without an active follow-up result; further: strong numbers were not always called active
VEEV TC-83 Vero = inhibitors of VEEV TC-83 cytopathic effect, confirmation, Vero cells (AID 588727); Vero cells, VEEV TC-83 cytopathic effect inhibition; higher % means a stronger effect; inhibition, % at 20 µM, or IC50 in µM where a hit was titrated; hit rate 0.13% among 350,000; in the data active means a potency from the dose series; inconclusive means inhibition mostly from about 14% at the one dose, without a potency; inactive means the rest, 99 in 100 with inhibition below about 12%; further: strong numbers were not always called active
M. tuberculosis HTS = M. tuberculosis growth inhibition, HTS (AID 449762). hit rate 0.59% among 330,000. inhibition, % at 25 µM; hits with a dose series show IC50 in µM. M. tuberculosis H37Rv growth inhibition, 7H9 media; higher % means a stronger effect; in the data active means a potency from the dose series; inconclusive means inhibition above about 70% without an active follow-up result;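 further: bacterial growth assessed after seven days of incubation; strong numbers were not always called active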
VEEV TC-83 Vero 10K pilot screen = also measured in VEEV TC-83 Vero; calls as there; inhibition, %; measured here: 10K pilot screen inhibition
Numbers without * were called inactive; i = inactive; ? = inconclusive; . = not tested or not shown.

SMILES | tuberculosis growth | PhoP GFP inhibition | influenza NS1A | VEEV TC-83 Vero | M. tuberculosis HTS | others
COc1ccc(CCNC(=O)/C(=C/c2cccnc2)NC(=O)c2ccccc2)cc1 | 10.1% | 3.1% | 0.4% | i | 2.3%
CCn1cc(C(=O)O)c(=O)c2cc(F)c(N3CCN(C)CC3)cc21 | ? | 0.43µM* | 2.5% | 2.1% | ?
O=C(COC(=O)Cc1c(F)cccc1Cl)NC(=O)c1ccccc1 | -11.2% | -6.2% | -9.7% | i | -2.8%
COc1cc(CCC(=O)NCc2ccc(F)cc2)cc(OC)c1OC | 10.7% | -2.2% | -3.4% | 1.6% | -2.7%
CC(=O)C1=C(C)NC(=O)CC1c1ccc(F)cc1 (configuration not stated) | 19.9% | -22.7% | -10.6% | 1.0% | 9.1%
COc1cccc(C(=O)N2CCN(C3CCCCC3)CC2)c1 | -17.5% | -7.3% | -6.4% | i | 0.8%
Cc1ccc(CN2CC34C=CC(O3)C(C(=O)NCc3ccco3)C4C2=O)cc1 (configuration not stated) | -3.1% | -1.8% | 8.9% | 2.2% | -4.2%
CCOC(=O)C(Cc1ccccc1)NC(=O)CCc1c(C)nc2nc(C)nn2c1C (configuration not stated) | 4.9% | -2.3% | -2.8% | 3.0% | -4.5%
CCn1c(SCC(=O)NC(C)c2ccccc2)nc2ccccc21 (configuration not stated) | 14.9% | -4.6% | 6.4% | i | 4.4%
COc1ccc(NC(=O)C2CCCN(S(C)(=O)=O)C2)cc1OC (configuration not stated) | 18.1% | -5.2% | -4.6% | i | 7.1%
Cc1cc(C)cc(NC(=S)N2CC(C)OC(C)C2)c1 (configuration not stated) | -5.7% | 1.7% | -10.6% | 1.7% | 3.1%
COc1cc(C(=O)N2CCCC(c3nc(-c4cccs4)no3)C2)cc(OC)c1OC (configuration not stated) | -5.4% | 3.9% | -0.4% | 0.9% | -7.5%
COc1ccc(NCC(=O)N/N=C/C=C/c2ccccc2[N+](=O)[O-])cc1 | 51.9% | 0.4% | -0.6% | 0.6% | ?
CCOC(=O)Cn1nc(C(F)F)c(Br)c1C | 46.7% | 0.6% | -0.4% | 0.9% | -3.5%
COc1ccc(/C=C/C(=O)c2c(O)n(CCC3=CCCCC3)c(=O)[nH]c2=O)cc1 | ? | -9.4% | 2.5% | 0.1% | ?
O=C1N2CCSC2=NC1(NS(=O)(=O)c1ccccc1)C(F)(F)F (configuration not stated) | -1.8% | 14.8% | -5.1% | 1.1% | 2.9%
CSc1ccc(/C=N/n2c(COc3ccccc3)n[nH]c2=S)cc1 | -4.4% | 8.6% | 0.7% | 0.4% | 5.7%
COc1ccc(-c2cc(N3C(=O)Nc4ccccc4N3O)n[nH]2)cc1 | -7.9% | -1.9% | -6.6% | 0.0% | -1.6%
COc1cc(/C=N/n2nnnc2N)ccc1OCc1c(C)no[n+]1[O-] | -8.8% | -5.9% | -1.8% | 0.6% | 4.9%
COc1cc(NC(=O)c2cccc(Cl)c2)c(OC)cc1NC(=O)CN1CCCCC1 | 53.3% | 6.1% | 2.4% | 6.7% | -1.9% | VEEV TC-83 Vero 10K pilot screen=1.7
CCN(CC)S(=O)(=O)c1cc(F)ccc1OC | -3.5% | 0.4% | 1.0% | i | 3.4%
O=C(c1cnn2c(C(F)F)cc(-c3ccccc3)nc12)N1CCOCC1 | -7.9% | 17.5% | -4.3% | 1.1% | -4.9%
CCOC(=O)N1CCC(Nc2c(NCCCN3CCN(C4CCCCC4)CC3)c(=O)c2=O)CC1 | -8.5% | -5.3% | -5.5% | 1.2% | 3.4%
COc1cccc(CN2CCN(CCCc3ccccc3)C(CCO)C2)c1O (configuration not stated) | 1.1% | -0.3% | 0.0% | 0.2% | 2.1%
COc1ccc(OC)c(NC(=O)CSc2nc3[nH]c(=O)cc(O)c3s2)c1 | -1.5% | . | -3.8% | 5.2% | 1.7%

Sorted by count of non-hydrogen atoms (low to high): part of the list above.
SMILES | tuberculosis growth | PhoP GFP inhibition | influenza NS1A | VEEV TC-83 Vero | M. tuberculosis HTS | others
COc1ccc(OC)c(NC(=O)CSc2nc3[nH]c(=O)cc(O)c3s2)c1 | -1.5% | . | -3.8% | 5.2% | 1.7%
COc1ccc(/C=C/C(=O)c2c(O)n(CCC3=CCCCC3)c(=O)[nH]c2=O)cc1 | ? | -9.4% | 2.5% | 0.1% | ?
CCOC(=O)C(Cc1ccccc1)NC(=O)CCc1c(C)nc2nc(C)nn2c1C (configuration not stated) | 4.9% | -2.3% | -2.8% | 3.0% | -4.5%

Next part:
SMILES | tuberculosis growth | PhoP GFP inhibition | influenza NS1A | VEEV TC-83 Vero | M. tuberculosis HTS | others
CC(=O)c1ccc(N(CC(=O)Nc2cc(C)on2)S(=O)(=O)c2ccc(C)cc2)cc1 | 1.1% | . | 10.5% | 3.7% | 1.2%
CN(C(=O)COC(=O)CCCc1c[nH]c2ccccc12)c1c(N)n(Cc2ccccc2)c(=O)[nH]c1=O | 10.7% | . | -5.6% | 1.9% | 6.8%
COc1ccccc1CCC(=O)Nc1cccc(S(=O)(=O)N2CCCC2)c1 | 3.3% | -2.0% | -10.2% | 11.0% | -12.2%
COc1ccc(N(CC(=O)NCc2cccnc2)S(=O)(=O)c2ccccc2[N+](=O)[O-])c(OC)c1 | 9.7% | -17.5% | 5.8% | 4.6% | -0.7%
CSc1cccc(NC(=S)N(CCCN2CCCC(C)C2)Cc2cccs2)c1 (configuration not stated) | 18.8% | -8.0% | 1.6% | 3.7% | 4.6%
CC(=O)Nc1ccc(/C=N/NS(=O)(=O)c2cc(C)ccc2C)cc1 | -3.0% | -1.1% | -0.2% | 3.3% | -3.7%
Cc1ccc(C(=O)Nc2cccc(N3C(=O)C4CCC(C)CC4C3=O)c2)cc1 (configuration not stated) | -2.8% | -0.5% | 5.3% | 6.8% | -4.1%
O=C(N/N=C\c1ccc(S(=O)(=O)O)o1)c1ccc2c(c1)OCO2 | -1.6% | 1.9% | -1.9% | i | 1.1%
CCN(CC)C(=O)CSC1=C(C#N)C(c2cccs2)C=C(C)N1 (configuration not stated) | -10.2% | -7.6% | -3.2% | 5.6% | -6.7%
O=C(Nc1nnc(S(=O)(=O)N2CCCCC2)s1)c1cccc(Br)c1 | 20.4% | 3.8% | 0.7% | 2.4% | -2.5% | VEEV TC-83 Vero 10K pilot screen=1.0
O=c1c2ccccc2c(=O)n(-c2ccccc2)n1-c1ccccc1 | . | . | 0.2% | 0.7% | .
Cc1ccccc1CN(C)CC(=O)Nc1cccc(S(=O)(=O)N(C)c2ccccc2)c1 | 14.9% | -7.0% | 4.3% | 1.2% | -4.0%
CCN1C(=O)CCC(C(=O)O)C1c1ccc(OC)cc1 (configuration not stated) | -19.9% | -5.5% | -6.9% | 1.2% | 5.0%
CC(C)N1C(=O)CC2(CC[N+](C)(CCOC(=O)C(c3ccccc3)c3ccccc3)CC2)C1=O (configuration not stated) | 74.2% | 22.8% | -20.4% | 3.5% | 4.6%
COc1ccc(S(=O)(=O)NCC(=O)Nc2ccc3c(c2)OCCO3)cc1OC | -8.4% | -7.8% | 8.0% | i | -3.0%
Cc1cc(C)nc(Nc2ncc(O)n2-c2ccc(C)c(C)c2)n1 | -0.3% | -7.2% | 1.9% | 1.3% | 1.1%
CCS(=O)(=O)N1CCN(C(=O)CCC2CCCC2)CC1 | 70.5% | -13.8% | 1.4% | 3.1% | -4.0%
CCO[C@H]1OC(C(=O)NC2CC2)=C[C@@H](c2ccc(C(F)(F)F)cc2)[C@@H]1CCCO | 5.9% | -4.6% | 4.6% | 0.9% | 0.9%
Cc1ccc(NC(=O)COc2ccc(/C=C3/SC(=Nc4ccccc4)N(Cc4cccnc4)C3=O)cc2)cc1 | 8.6% | -35.8% | 2.1% | i | -1.7%
c1ccc2c(c1)CCCc1cc(NCCN3CCOCC3)nnc1-2 | 78.0% | 0.8% | -3.2% | 0.8% | ?
C/C(=N\NS(=O)(=O)c1ccc(C)cc1)c1cc2ccccc2oc1=O | 32.7% | 5.3% | 0.2% | 2.0% | -6.9%
CCCSC1=C(C#N)C(c2ccc(O)c(OC)c2)CC(=O)N1 (configuration not stated) | 3.1% | . | 4.9% | 5.9% | -7.2%
CCOC(=O)c1nn(-c2ccccc2)c(=O)cc1SC(C)C | -3.5% | 3.5% | 1.7% | 5.6% | 5.6% | VEEV TC-83 Vero 10K pilot screen=2.2
COc1ccc(S(=O)(=O)N(C)C[C@@H]2Oc3c(NS(C)(=O)=O)cccc3C(=O)N([C@@H](C)CO)C[C@H]2C)cc1 | 7.1% | . | -5.6% | 0.1% | -2.5%
CCOc1cc(C(=O)N2CCC(CC3CC(c4ccc(Cl)cc4)=NO3)(C(=O)NCC3CCCCC3)CC2)cc(OCC)c1OCC (configuration not stated) | 18.5% | -4.4% | -15.5% | i | 7.3% | VEEV TC-83 Vero 10K pilot screen=0.0

In the list so far, these contain a nitro group on carbon:
SMILES | tuberculosis growth | PhoP GFP inhibition | influenza NS1A | VEEV TC-83 Vero | M. tuberculosis HTS | others
COc1ccc(NCC(=O)N/N=C/C=C/c2ccccc2[N+](=O)[O-])cc1 | 51.9% | 0.4% | -0.6% | 0.6% | ?
COc1ccc(N(CC(=O)NCc2cccnc2)S(=O)(=O)c2ccccc2[N+](=O)[O-])c(OC)c1 | 9.7% | -17.5% | 5.8% | 4.6% | -0.7%

Reprinted at random: 2 records from the list.
SMILES | tuberculosis growth | PhoP GFP inhibition | influenza NS1A | VEEV TC-83 Vero | M. tuberculosis HTS | others
O=C(Nc1nnc(S(=O)(=O)N2CCCCC2)s1)c1cccc(Br)c1 | 20.4% | 3.8% | 0.7% | 2.4% | -2.5% | VEEV TC-83 Vero 10K pilot screen=1.0
COc1ccccc1CCC(=O)Nc1cccc(S(=O)(=O)N2CCCC2)c1 | 3.3% | -2.0% | -10.2% | 11.0% | -12.2%

Next section
SMILES | tuberculosis growth | PhoP GFP inhibition | influenza NS1A | VEEV TC-83 Vero | M. tuberculosis HTS | others
Nc1cc(=O)[nH]c(SCC(=O)Nc2ccc(F)c(Cl)c2)n1 | 21.8% | -7.5% | -0.5% | 1.4% | 6.5%
Cc1cccc2cc(COC(=O)c3cccc([N+](=O)[O-])c3)c(=O)[nH]c12 | 8.1% | 8.2% | . | . | 1.4%
Cn1cccc1/C=C(/C#N)c1ccc(F)cc1 | 37.2% | 3.2% | 12.6% | i | 0.5%
CC(C(=O)NCc1ccco1)n1ccc2cc(S(=O)(=O)N3CCCCC3)ccc21 (configuration not stated) | 13.1% | -37.7% | -4.3% | i | 0.8%
CC1CCCN(C(=O)C(C)Nc2cc(Cl)ccc2N2CCOCC2)C1 (configuration not stated) | 69.1% | -1.4% | 8.3% | 1.0% | -2.1%
CCC(NC(=S)NCc1ccc(F)cc1)c1ccccc1 (configuration not stated) | 19.0% | -9.2% | 11.7% | 3.2% | -14.7%
N#C/C(=C(/O)c1ccc(F)cc1)c1nc2ccccc2s1 | ? | 9.1% | -13.2% | 4.5% | 5.5%
CC(C)(C)C(=O)c1sc2nc(-c3cccs3)cc(C(F)(F)F)c2c1N | 7.0% | -22.7% | -13.2% | 1.7% | -12.7%
CC1(C)OC2OC(COC(=O)c3ccc([N+](=O)[O-])cc3)C3OC(C)(C)OC3C2O1 (configuration not stated) | 72.0% | 10.8% | 0.2% | i | 11.9%
O=C(O)c1cc2nc(-c3ccccc3)cc(C(F)(F)F)n2n1 | -25.7% | 12.6% | -3.8% | 0.5% | 15.7% | VEEV TC-83 Vero 10K pilot screen=0.5
Cc1ccc(OCc2ccc(C(=O)Nc3nc4ccccc4n3C)o2)c([N+](=O)[O-])c1 | -19.1% | -8.2% | 15.6% | 1.7% | 0.3%
Cc1ccc(/C=N/NC(=S)NC2CCCCC2)o1 | 27.8% | -16.9% | 3.8% | 6.1% | ?
CCOC(=O)N1C=CC=C[C@@H]2[C@@H](N3C(=O)c4ccccc4C3=O)C(=O)N21 | -13.0% | -7.1% | 1.5% | i | 6.1%
Cc1ccc(C(=O)CCS(=O)(=O)c2ccc(F)cc2)cc1 | 69.2% | 8.9% | 0.1% | 1.7% | 16.4%
COCCNc1ccc(S(=O)(=O)N2CCCC2)cn1 | -9.6% | 4.2% | -9.4% | i | -5.0%
C#CCOCCOCCOCCNc1nc(N2CCN(C(=O)[C@H]([C@@H](C)CC)n3cc(CCCCN)nn3)CC2)nc(N2CCN(C(=O)[C@H](CCCCN)n3cc(CCCC)nn3)CC2)n1 | 56.5% | -2.5% | -14.0% | i | 36.9%
COc1ccc(NS(=O)(=O)c2cc(NC(=O)c3cnc(C)cn3)ccc2N2CCCC2)cc1 | 17.5% | -1.1% | 8.3% | 12.2% | -4.8%

Bioassay records (PubChem)
